IDH1 R132H inh: human IDH1 R132H inhibition. O75874. 0.093% of 390,000 active. IDH1-R132H enzyme, NADPH consumption, diaphorase/resazurin fluorescence. AID 602179. Potency, µM (titrated, usually from 76.6 µM), without a hit: top-dose activity change, negative = inhibition, actives largely listed as inhibitors; also: potency is read from the fitted curve at half-maximal effect; % is scaled to controls: 0 for no effect and ±100 for the full control effect; nearly all actives have a fitted effect of over 65% in size
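IDH1-R132H (0.5 ug/mL) preincubated 30 min with compound, then NADPH (0.016 mM) and alpha-KG (2 mM) added; 80 min at RT, pH 7.5. Remaining NADPH coupled via diaphorase/resazurin to fluorescence (540/590 nm); concentration-response curves normalized to no-enzyme control.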
LDHA inh: blocks human lactate dehydrogenase A | P00338 | purified LDHA, NADH/diaphorase-resazurin fluorescence; active compounds read low | activity change, % (values are at about 110 or 230 µM) | 0.15% of 480,000 active; in the data active = activity change below about -30%; inconclusive = mostly about -25% to -30%;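 also: plate controls were DMSO wells for no effect and wells without enzyme for full effect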
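Remaining NADH was detected by diaphorase (0.133 mg/mL) converting 37 µM resazurin to fluorescent resorufin, read at 0 and 20 minutes. The preceding 5-minute room-temperature reaction used 2 nM LDHA, 0.2 mM sodium pyruvate and 0.06 mM NADH at pH 7.4.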
rTrxR1 inhibitor: rat TrxR1 inhibition; O89049; recombinant rTrxR1, NADPH fluorescence consumption, selenite substrate; Potency, µM (top dose mostly 114 µM), for inactives: top-dose activity change, negative = inhibition, actives largely listed as inhibitors; 1% of 390,000 active; AID 588453; also: potency is read from the fitted curve at half-maximal effect; % is scaled to controls: 0 for no effect and ±100 for the full control effect; nearly all actives have a fitted effect of over 65% in size
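Rat TrxR1 (90 nM in the dispensed reagent) was pre-reduced with 400 uM NADPH for 5 min at room temperature, then incubated with compound for 15 min. After 400 uM selenite was added, NADPH fluorescence (Ex 340/Em 450 nm) was followed for 8 min.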
Glioma ERSR ind: inducers of ER stress response in human glioma cells. U87-MG GRP78 promoter luciferase reporter, 16 h. Potency, µM, without a hit: at the top dose activation, hits mostly activators. 0.02% of 420,000 active. AID 602332; also: potency is read from the fitted curve at half-maximal effect; series mostly up to about 76 µM; % of control where 0% means no effect; nearly all actives have a fitted effect of over 35% in size
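Stably transfected U87-MG human glioma cells carrying a GRP78-based luminescent sensor were seeded at 1000 cells/well, pin-dosed with compounds and incubated 16 h. Luciferase reagent was then added, and end-point luminescence was read after 10 min at room temperature.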
TrxR1 substrate: is turned over as a substrate by rat TrxR1. 0.01% of 390,000 active. AID 588456. purified TrxR1 substrate turnover, NADPH consumption readout. Potency, µM (titrated, usually from 114 µM), inactives show top-dose activity change, negative = substrate turnover. O89049; also: potency is read from the fitted curve at half-maximal effect; % is scaled to controls: 0 for no effect and ±100 for the full control effect; nearly all actives have a fitted effect of over 50% in size
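Rat TrxR1, dispensed at 90 nM, was prereduced with 400 uM NADPH (final) for 5 min at ~22 deg C, then incubated with compound 15 min before 400 uM selenite. A first-read NADPH fluorescence drop versus no-compound background flagged substrates.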
Vif-APOBEC3G blk: blocks the Vif interaction with human APOBEC3G. Q9HC16. HeLa A3G-eYFP + Vif (tagged APOBEC3G with the HIV-1 protein that degrades it), YFP fluorescence, overnight. Potency, µM (top dose mostly 46.1 µM), without a hit: top-dose activity, negative = active, hits mostly inhibitors. 0.076% of 410,000 active. AID 602310;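 also: potency is read from the fitted curve at half-maximal effect; % is scaled to controls: 0 for no effect and ±100 for the full control effect; nearly all actives have a fitted effect of over 60% in size; hits raise eYFP signal because A3G escapes Vif-driven loss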
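Read-out is eYFP fluorescence (Ex 488/Em 500-530) from Vif-expressing HeLa A3G-eYFP cells; more signal means A3G escaped Vif-mediated degradation. Cells plated overnight, compound pinned in, incubated overnight at 37 deg C.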
RGS4 inhibitor: blocks human RGS4-accelerated GTP hydrolysis | P49798 | Transcreener GDP fluorescence polarization, RGS4-accelerated GTP hydrolysis | Potency, µM (series often up to 114 µM), inactives show at the highest dose activity change, negative = inhibition, usual class: inhibitors | 0.039% of 390,000 active | AID 504845; also: potency is read from the fitted curve at half-maximal effect; % is scaled to controls: 0 for no effect and ±100 for the full control effect; nearly all actives have a fitted effect of over 75% in size; some results filed as inactive show a strong effect at the top dose
Target sequence (P49798 whole entry, looked up): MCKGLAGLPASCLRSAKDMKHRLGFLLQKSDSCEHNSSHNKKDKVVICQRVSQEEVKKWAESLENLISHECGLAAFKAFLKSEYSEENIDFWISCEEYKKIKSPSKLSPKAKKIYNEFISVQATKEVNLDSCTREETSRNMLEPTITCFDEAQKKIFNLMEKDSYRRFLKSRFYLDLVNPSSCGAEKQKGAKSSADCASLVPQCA
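MLSMR compounds (23 nl, pin-transferred) preincubated 10 min at room temperature with a 500nM (2x) first reagent, then RGS4 at 900nM (2x) plus Transcreener GDP mix added; fluorescence polarization (620/688 nm) read before and after 90 min at 30 °C.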
USP1-UAF1 inh: inhibitors of human USP1/UAF1 deubiquitinase; O94782; Potency, µM (highest dose often 57.1 µM), for the others: top-dose activity change, negative = inhibition, usual class: inhibitors; 0.23% of 390,000 active; recombinant USP1/UAF1, Ub-Rhodamine cleavage fluorescence; also: potency is read from the fitted curve at half-maximal effect; % is scaled to controls: 0 for no effect and ±100 for the full control effect; nearly all actives have a fitted effect of over 60% in size; inactives centre near -12
Target sequence (O94782 whole entry, looked up): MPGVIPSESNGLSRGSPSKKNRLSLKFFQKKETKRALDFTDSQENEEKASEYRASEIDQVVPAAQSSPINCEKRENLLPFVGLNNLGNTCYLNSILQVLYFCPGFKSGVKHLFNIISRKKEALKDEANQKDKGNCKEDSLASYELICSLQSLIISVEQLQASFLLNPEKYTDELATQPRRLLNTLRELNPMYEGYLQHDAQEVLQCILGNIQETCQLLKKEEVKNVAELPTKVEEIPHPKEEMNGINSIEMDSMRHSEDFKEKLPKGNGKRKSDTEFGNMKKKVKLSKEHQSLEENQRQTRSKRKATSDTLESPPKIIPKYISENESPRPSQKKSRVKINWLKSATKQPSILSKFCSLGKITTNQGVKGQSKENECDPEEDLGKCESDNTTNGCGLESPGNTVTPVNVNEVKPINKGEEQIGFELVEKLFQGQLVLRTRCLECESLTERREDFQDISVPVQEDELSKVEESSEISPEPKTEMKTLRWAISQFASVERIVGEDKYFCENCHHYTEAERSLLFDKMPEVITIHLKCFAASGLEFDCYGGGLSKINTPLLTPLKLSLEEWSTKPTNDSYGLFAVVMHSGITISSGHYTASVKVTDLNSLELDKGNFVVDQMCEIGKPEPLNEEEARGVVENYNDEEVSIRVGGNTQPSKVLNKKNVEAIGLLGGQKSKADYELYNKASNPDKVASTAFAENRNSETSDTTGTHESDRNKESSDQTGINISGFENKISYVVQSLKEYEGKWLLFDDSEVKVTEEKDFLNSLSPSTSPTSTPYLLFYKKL
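High-throughput fluorogenic screen: 1nM USP1/UAF1 complex, Ub-Rho substrate 150nM final, 50mM HEPES pH 7.8 with 0.5mM EDTA, 0.1 mg/ml BSA, 1mM TCEP and 0.01% Tween-20.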
Vif-A3F inh: inhibitors of Vif-A3F interaction. HeLa A3F-eYFP + Vif (tagged APOBEC3F with the HIV-1 protein that degrades it), YFP fluorescence increase. Potency, µM (series often up to 46.1 µM), inactives show at the highest dose activity, negative = active. 0.2% of 390,000 active. AID 602313; also: potency is read from the fitted curve at half-maximal effect; % of control where 0% means no effect; nearly all actives have a fitted effect of over 65% in size
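Fluorescence increase (Ex 488/Em 500-530) after overnight compound treatment at 37 deg C flags inhibition of Vif-driven A3F-eYFP loss in stable HeLa A3F-eYFP/Vif cells seeded overnight beforehand.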
Starred values were filed as active, the others as inactive; ? = inconclusive; / = not tested or not shown; [ ] = remark or other dose. Unless noted, calls follow the shape of the dose curve; as a rule, active = well fitted curve in the direction sought with a large enough effect; inconclusive = small, poorly fitted or top-dose-only effect, or another doubt; inactive = no such curve, though single readings can be large; an effect the other way counts as inactive or inconclusive. Only part of the results is shown; rates above refer to the full screens.

SMILES	IDH1 R132H inh	LDHA inh	rTrxR1 inhibitor	Glioma ERSR ind	TrxR1 substrate	Vif-APOBEC3G blk	RGS4 inhibitor	USP1-UAF1 inh	Vif-A3F inh
NCCCC[C@@H]1NC(=O)[C@H](CCC(=O)O)NC(=O)c2cc([N+](=O)[O-])cc(I)c2NCC[C@@H](C(N)=O)NC1=O	4%	3	-14%	-1%	-10%	2%	-13%	-25%	1%
COc1ccc(Nc2ncc(C(=O)N3CCN(c4cccc(Cl)c4)CC3)c3ccccc23)cc1	-6%	-1	42%[activator]	0%	19%	-27%	-18%	?	-13%
COc1cc(NC(=O)CSc2nc(C3CC3)nc3ccccc23)cc(OC)c1	4%	-4	27%	-2%	8%	9%	-3%	-23%	?
O=C1C2Sc3[nH]c(=O)sc3C(c3ccccc3)C2C(=O)N1c1ccccc1 (stereo not drawn)	9%	-1	4%	-3%	-1%	0%	-18%	-19%	0%
O=C1Nc2ccccc2/C1=C\c1cccn1-c1ccc(OC(F)(F)F)cc1	-1%	-3	9%	-4%	-4%	-21%	-19%	-19%	-21%
CCOC(=O)c1cc(OCC(=O)NC(C)C(C)C)cc(C(=O)OCC)c1 (stereo not drawn)	10%	1	-116%	0%	-8%	-10%	-30%	-19%	0%
NC(=O)[C@H]1CC2(CC(c3cccc(NC(=O)COc4ccc(Cl)cc4)c3)=NO2)CN1C(=O)CC(c1ccccc1)c1ccccc1 (stereo partly drawn)	-12%[38.3 µM]	-4	19%	-2%	0%	-4%	5%	-14%	2%
Cc1cccc(-c2noc(-c3ccccc3OCC(=O)Nc3ccccc3[N+](=O)[O-])n2)c1	4%	-6	4%	-2%	-12%	-1%	33%	-5%	-2%
CC(OC(=O)c1ccccc1NCCO)C(=O)Nc1ccnn1C(C)C (stereo not drawn)	-2%	-1	18%	-6%	180%[activator]	0%	5%	-11%	0%
O=C(Nc1nnc(C2CC2)s1)c1ccc(Cl)c(S(=O)(=O)N2CCc3ccccc3C2)c1	1%	-4	8%[57.1 µM]	-3%	3%[57.1 µM]	0%	-35%	-14%	-10%
O=C(CSCc1cc(=O)n2nc(C3CC3)sc2n1)Nc1ccccc1Cl	14%	1	21%	1%	6%	-3%	-3%	-15%	-5%
Cc1onc(C(=O)NN)c1C(=O)N1CCN(C(c2ccccc2)c2ccccc2)CC1	-11%	2	-2%	-4%	-4%	0%	5%	-27%	-2%
CN(C)/C=C1/NC(=S)NC1=O	-9%	0	-12%[57.1 µM]	1%	-7%[57.1 µM]	0%	-36%	-11%	-2%
O=C(c1nnc(Cc2ccc(Cl)cc2)o1)N1CCOCC1	-8%	-9	3%	-3%	0%	-1%	11%	-9%	-5%
CCCN(Cc1cc2ccc(C)cc2[nH]c1=O)C(=O)c1cccnc1	3%	-1	-13%	0%	-6%	0%	13%	-13%	2%
COc1ccc(C(=O)NNC(=O)CCn2nnc(-c3ccc(Cl)cc3)n2)cc1OC	14%	0	38%[11.4 µM]	-6%	-18%[11.4 µM]	0%	-8%	-1%	?
Cc1cc(NC(=O)CSc2ncnc3sccc23)no1	0%	-10	17%	-1%	3%	1%	17%	-10%	6%
CCn1c(C)c(C(C)=O)c(N2CCC(C(N)=O)CC2)nc1=S	9%	-5	-10%	-2%	9%[57.1 µM]	-2%	25%	-7%	-6%
O=C(NNS(=O)(=O)Cc1ccccc1)c1ccc([N+](=O)[O-])cc1	4%	3	12%	4%	-1%	0%	14%	1%	-4%
CCc1cccc(OCCCCNCCCOC)c1	6%	-23	6%[57.1 µM]	-3%	5%[57.1 µM]	3%	3%	-4%	5%
COc1cc(CCC(=O)Nc2ncc(C)s2)cc(OC)c1OC	0%	-8	14%	-2%	5%	-5%	-1%	-28%	2%
CC1CN(CC(=O)Nc2nc3ccccc3s2)CC(C)O1 (stereo not drawn)	2%	-5	7%[57.1 µM]	1%	-12%	5%	-5%	-17%	-4%
Cc1nn(-c2ccccc2)c(Cl)c1/C=N/Nc1nncc(=O)[nH]1	3%	-3	28%[57.1 µM]	6%	4%[57.1 µM]	0%	-19%[56.9 µM]	-12%	3%
O=C(COC(=O)CCc1nc2ccccc2s1)Nc1ncc(Cl)cc1Cl	6%	-4	-8%	-2%	2%	-7%	-3%	-16%	-11%
COc1ccc(C2=NN(C(=O)c3cccs3)C(c3ccccc3OC)C2)cc1OC (stereo not drawn)	-6%	-3	44%[activator]	0%	14%	-2%	14%	-27%	2%
CC(C)(C)c1nnc(N/N=C/c2ccc(O)cc2)n(N)c1=O	-2%	-1	13%[57.1 µM]	-2%	5%[57.1 µM]	0%	7%	-10%	13%
CC(=O)/C(=N\Nc1ccc(Cl)cc1)Sc1nnc(-c2ccccc2)n1-c1ccccc1	6%	0	-24%	-5%	-16%	1%	-28%	-9%	?
O=C(Nc1ccc2c(c1)C(=O)NC2=O)c1cc(Cl)ccc1Cl	12%	-11	20%	-5%	14%	-5%	13%	-30%	-1%
CC(C)N(Cc1nc2ccccc2[nH]1)C(C)C	11%	-4	16%[57.1 µM]	-3%	-5%[57.1 µM]	0%	-2%	-14%	-6%
CC(C)Oc1ccc(Cc2n[nH]c(=S)n2Cc2ccccc2)cc1Cl	-8%	-3	-12%	-1%	8%	3%	-8%[11.4 µM]	-29%	4%
CCn1cc(C(=O)NCCN(C)CCc2ccccc2)c(=O)c2cc(S(=O)(=O)N(C)C)ccc21	6%	-8	20%	-4%	5%	-1%	20%	-14%	-1%
COCCCN1C(=O)C(CC(=O)NCc2cccs2)CC(C(=O)N2CCOCC2)=C1C (stereo not drawn)	19%	-3	/	-4%	/	-2%	/	3%	-3%
Cc1cc2oc(=O)cc(CN3CCN(S(=O)(=O)/C=C/c4ccccc4)CC3)c2cc1C	-2%	-5	-10%	-3%	-7%	-4%	-2%	-11%	-12%
CCOc1ccccc1NC(=O)CCCc1ccc(OC)c(C)c1	19%	2	22%	-1%	8%	-1%	-27%	-15%	?
CC1(C)C(C=C(Cl)Cl)C1C(=O)N(Cc1cccc(Cl)c1)C1CCS(=O)(=O)C1 (stereo not drawn)	-1%	-4	15%	-4%	10%[57.1 µM]	-1%	-11%	-19%	-19%
NC(=O)CSc1nc2cc3c(cc2c(=O)n1CCCC(=O)NCc1ccc2c(c1)OCO2)OCO3	1%	-3	-8%	-2%	-5%	1%	-7%	-17%	4%
COc1ccc(N2CCN(S(=O)(=O)c3ccc(C4CCCCC4)cc3)CC2)cc1	-3%	-2	20%[11.4 µM]	2%	-3%	-2%	-4%	-13%	0%
O=C(Nc1cccc(Cl)c1)Nc1ccccc1OCc1cc(=O)n2ccccc2n1	-16%	-10	23%[57.1 µM]	0%	-1%[57.1 µM]	3%	11%	?	-12%

Structures above that have an aryl methoxy group:
SMILES	IDH1 R132H inh	LDHA inh	rTrxR1 inhibitor	Glioma ERSR ind	TrxR1 substrate	Vif-APOBEC3G blk	RGS4 inhibitor	USP1-UAF1 inh	Vif-A3F inh
COc1ccc(Nc2ncc(C(=O)N3CCN(c4cccc(Cl)c4)CC3)c3ccccc23)cc1	-6%	-1	42%[activator]	0%	19%	-27%	-18%	?	-13%
COc1cc(NC(=O)CSc2nc(C3CC3)nc3ccccc23)cc(OC)c1	4%	-4	27%	-2%	8%	9%	-3%	-23%	?
COc1ccc(C(=O)NNC(=O)CCn2nnc(-c3ccc(Cl)cc3)n2)cc1OC	14%	0	38%[11.4 µM]	-6%	-18%[11.4 µM]	0%	-8%	-1%	?
COc1cc(CCC(=O)Nc2ncc(C)s2)cc(OC)c1OC	0%	-8	14%	-2%	5%	-5%	-1%	-28%	2%
COc1ccc(C2=NN(C(=O)c3cccs3)C(c3ccccc3OC)C2)cc1OC (stereo not drawn)	-6%	-3	44%[activator]	0%	14%	-2%	14%	-27%	2%
CCOc1ccccc1NC(=O)CCCc1ccc(OC)c(C)c1	19%	2	22%	-1%	8%	-1%	-27%	-15%	?
COc1ccc(N2CCN(S(=O)(=O)c3ccc(C4CCCCC4)cc3)CC2)cc1	-3%	-2	20%[11.4 µM]	2%	-3%	-2%	-4%	-13%	0%

Screening results from PubChem.
